PP1 counter: blocks human PP1-alpha phosphatase, a PP5 counter-screen. P62136. purified PP1alpha, OMFP fluorescence. inhibition, % at 6.7 µM. actives 0.9% (n = 320,000). AID 2235;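 active = inhibition above the mean inhibition of all tested compounds plus 3 SD, computed separately for each screening campaign, cut at about 15% in these data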
core dimer inh: HCV core protein dimerization inhibition | AID 1899 | TR-FRET GST/Flag-core106 dimerization, 1536-well | inhibition, % at 5 µM | actives 0.33% (n = 300,000);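 active = inhibition above the mean of all tested compounds plus 3 SD, set per screening campaign, cut at about 45% in these data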
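System – GST-tagged and Flag-tagged HCV core protein residues 1-106 · Repeats – one well for each compound · Technique – TR-FRET 671 and 617 nm emission · Doses – one concentration, 5 µM, in 0.5% DMSO · Times – 4 h, 22.5 °C incubation · Also added – Eu donor and XL665 acceptor anti-tag antibodies · Measure – percent inhibition of core106 dimerization signal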
PP5 primary: PP5 (human) phosphatase inhibition; purified PP5c, OMFP substrate fluorescence; P53041; inhibition, % at 6.7 µM; AID 1987; actives 0.18% (n = 320,000);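 active = inhibition above the campaign's mean inhibition across all tested compounds plus 3 SD, cut at about 9.5% in these data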;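 also: 0% = DMSO only and 100% = 100 µM cantharidin control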
Target sequence (P53041 whole entry, looked up): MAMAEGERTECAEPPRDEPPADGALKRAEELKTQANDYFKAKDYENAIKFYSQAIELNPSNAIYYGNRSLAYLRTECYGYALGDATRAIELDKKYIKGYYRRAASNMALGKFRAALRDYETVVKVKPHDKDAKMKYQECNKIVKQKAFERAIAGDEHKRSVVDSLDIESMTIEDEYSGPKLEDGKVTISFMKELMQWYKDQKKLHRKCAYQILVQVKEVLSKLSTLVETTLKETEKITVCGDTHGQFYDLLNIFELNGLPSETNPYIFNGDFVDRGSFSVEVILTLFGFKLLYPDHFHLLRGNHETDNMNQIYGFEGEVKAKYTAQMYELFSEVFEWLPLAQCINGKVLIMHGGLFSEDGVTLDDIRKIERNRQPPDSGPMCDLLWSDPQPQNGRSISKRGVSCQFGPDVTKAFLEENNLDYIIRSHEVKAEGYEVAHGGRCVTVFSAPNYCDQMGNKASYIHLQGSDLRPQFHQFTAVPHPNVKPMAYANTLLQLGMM
TPT1 inhibitor: blocks Candida albicans tRNA 2'-phosphotransferase | inhibition, % at 5 µM | AID 1962 | actives 0.81% (n = 300,000) | recombinant caTPT1, FP RNA substrate dephosphorylation;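 active = inhibition above the mean of all tested compounds plus 3 SD, set per screening campaign, cut at about 24% in these data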;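 also: plate controls were DMSO alone for no effect and ferristatin control at 100 nM for full effect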
proCasp7 act: counter-screen: procaspase-7 (human) activation; recombinant procaspase-7, Ac-DEVD-pNA absorbance 405 nm; D23A/D198A/D206A triple mutant, cannot self-cleave; scale: DMSO 0, 5 µM enzyme 100; activation, % at 8.5 µM; actives 0.093% (n = 330,000); P55210;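 active = percent activation above the screen-wide mean plus 3 SD, cut at about 25% in these data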
Target sequence (P55210 whole entry D23A/D198A/D206A): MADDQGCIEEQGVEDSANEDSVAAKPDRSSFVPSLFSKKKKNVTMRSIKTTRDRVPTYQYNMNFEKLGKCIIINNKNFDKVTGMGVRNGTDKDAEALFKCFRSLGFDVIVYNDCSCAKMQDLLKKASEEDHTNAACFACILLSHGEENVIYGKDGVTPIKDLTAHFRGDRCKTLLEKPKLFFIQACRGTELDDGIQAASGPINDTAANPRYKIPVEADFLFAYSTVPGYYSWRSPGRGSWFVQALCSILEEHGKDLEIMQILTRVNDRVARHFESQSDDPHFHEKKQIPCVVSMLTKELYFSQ
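Assay system – Uncleavable procaspase-7 mutant enzyme · Quantity – 2 µM procaspase-7 mutant as dispensed · Times – 1 h preincubation, 2 h reaction · Dosing – single nominal 8.5 µM compound dose, 0.8% DMSO final · Buffer or medium – Zinc-free 50 mM HEPES buffer, pH 7.4, with NaCl and Triton X-100 · Detection – Epi-absorbance of released pNA at 405 nm, two timepoints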
Fh CTSL1 inh: counter-screen for PFM18AAP inhibitors: inhibitors of F. hepatica cathepsin L1; recombinant F. hepatica cathepsin L1, Z-Leu-Arg-MCA fluorescence; inhibition, % at 5.96 µM; actives 0.49% (n = 300,000); AID 1906;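 active = inhibition above the mean of all tested compounds plus 3 SD, set per screening campaign, cut at about 17% in these data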;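 also: 0% = plate median of test compound wells and 100% = 1 µM Z-Phe-Ala-diazomethylketone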
JMJD2C inh: human JMJD2C demethylase inhibition. Q9H3R0. GST-JMJD2C(1-420) H3K9me3 demethylation, DELFIA europium. inhibition, % at 2.35 µM. actives 0.069% (n = 330,000). AID 2099;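 active = more than half of a compound's replicate wells show inhibition beyond 50%, single wells judged on their own value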;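 also: signal counts dimethyl H3K9 product captured on neutravidin plate; 0% = median of DMSO wells and 100% = 0.3 times that DMSO median; strong numbers were not always called active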
proCasp3 act: activates human procaspase-3; P42574; recombinant procaspase-3 D3A, Ac-DEVD-pNA absorbance 405 nm; activation, % at 8.5 µM; actives 0.11% (n = 330,000); AID 463141;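 active = activation above the mean of all tested compounds plus 3 SD, cut at about 21% in these data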;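 also: 0% = DMSO alone and 100% = DMSO wells spiked with extra 5 µM PC-3 D3A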
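material = Procaspase-3 D3A mutant | probe or stimulus = Ac-DEVD-pNA | compound = single dose, 8.5 µM nominal compound, 0.8% DMSO | timing = 1 h preincubation, 2 h reaction | measured by = 405 nm absorbance of p-nitroaniline, reads at 0 and 120 min | benchmarks = DMSO-only low control, 5 µM PC-3 D3A high control | repeats = singlicate, each compound tested once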
Efflux pump mplx: blocks antifungal efflux pumps in multiplex yeast assay | S. cerevisiae Candida pump triplex, Nile Red efflux | inhibition, % at 10 µM | actives 0.44% (n = 330,000) | AID 485275;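 active = plate passing quality check with inhibition over a set limit, or well fluorescence over plate mean plus 4 SD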;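 also: Nile Red retained in pooled yeast measured as flow cytometry median fluorescence; 0% = buffer negative control and 100% = Enniatin B positive control; higher means more Nile Red kept so more efflux inhibition; some compounds called inactive have numbers as strong as hits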
* hit, by the source's call; x = not tested or not shown.

mol	PP1 counter	core dimer inh	PP5 primary	TPT1 inhibitor	proCasp7 act	Fh CTSL1 inh	JMJD2C inh	proCasp3 act	Efflux pump mplx
CN(CC(=O)NCCN1CCCCCC1)S(=O)(=O)c1cccc2nsnc12	-2	-7	1.8	-3	5	3	5	12	0.1
CC(=O)N=c1c(C#N)cc2c(=O)n3cccc(C)c3nc2n1Cc1ccco1	-3	15	0.2	-2	-5	9	-5	-8	0.1
CC(NS(=O)(=O)OCC(Cl)(Cl)Cl)c1ccc(Br)cc1 (configuration not stated)	1	0	2.1	-1	8	-2	0	1	-0.1
COc1ccc(C(=O)N/N=C\c2ccoc2)cc1	-4	1	1.6	-1	0	4	-9	-7	-0.5
COc1ccc(CCNC(=O)C(=O)NCC2OCCN2S(=O)(=O)c2ccc(F)cc2)cc1OC (configuration not stated)	-2	13	-2.0	0	2	4	-25	9	0.1
C=CCNC(=O)c1ccc(OC)cc1OC	-4	-3	1.9	-3	2	-2	-6	-4	-0.2
CCOc1ccc2nc(-c3ccccc3)nc(SCC(=O)OC)c2c1	-1	2	3.3	8	-1	0	5	10	0.0
CCCC1C(=O)N2C(N(C)C)=Nc3ccc(C)cc3N2C1=O (configuration not stated)	-2	-10	-1.4	3	-2	-7	x	6	0.0
CC(Nc1cc(N2CCN(C(=O)C(C)(C)C)CC2)ccc1[N+](=O)[O-])c1ccccc1 (configuration not stated)	5	12	1.7	0	1	3	10	2	0.1
O=C1OC[C@H]2CCCN2C(=O)[C@@H](CC(=O)N(CCO)Cc2ccccc2)C/C=C\CC[C@@H]1Cc1ccc(F)cc1	x	x	x	x	-2	x	-2	2	0.1
COc1ccc(/C(N)=N/OC(=O)/C=C/c2ccccc2)cc1	-2	7	1.9	-2	-7	-5	-13	9	0.1
CCCCCCCCCC[N+](C)(C)CC/C=C1/c2ccccc2Sc2ccc(Cl)cc21	41*	2	7.6	0	-1	4	9	-9	1.8*
CC(C)(C)c1ccc(NC(=O)Cn2cnc3cc([N+](=O)[O-])ccc3c2=O)cc1	7	19	3.9	5	1	-1	-13	-6	0.0
Cc1cnc(=O)[nH]c1SCc1ccc(C(F)(F)F)cc1	0	-1	1.3	-3	3	-1	6	0	0.0
O=C(Nc1ccccn1)C1CCN(S(=O)(=O)c2ccc(Cl)cc2)CC1	0	-5	-0.1	-1	1	6	-29	7	0.1
CCCn1cc(CN2CCCC(C(=O)c3ccc4c(c3)OCO4)C2)c(C)n1 (configuration not stated)	-3	0	0.6	-3	1	0	4	12	-0.2
CN(CC(=O)Nc1cccc(F)c1)CC(=O)Nc1cccc(S(=O)(=O)N2CCCCCC2)c1	1	-1	3.5	-3	0	-1	-15	0	0.0
O=C(c1cc(S(=O)(=O)N2CCCC2)c(Cl)cc1Cl)N1CCCC1	-1	3	0.2	1	1	0	29	3	0.3
COC(=O)CSc1nc2sc3c(c2c(=O)n1C1CCCCC1)CCN(C)C3	-9	10	3.9	13	-14	-2	-1	-6	0.5
CCOc1ccc(NC(=O)C(C)NS(=O)(=O)c2ccc(NC(C)=O)cc2)cc1 (configuration not stated)	-2	-4	-1.0	3	-20	0	2	-21	-0.2
CCOC(=O)C1C(=O)CC(C)(O)C(C(=O)OCC)C1c1ccc(C)s1 (configuration not stated)	-2	-3	-0.9	-1	9	1	0	1	-0.2
COc1ccc(Cl)cc1C(=O)N1CCN(c2ccccn2)CC1	-2	-6	2.9	-1	5	-3	2	0	-0.1
CCC(=O)NC(=S)Nc1ccc(NC(=O)c2cccnc2)cc1	0	-2	0.3	-1	6	-2	0	11	-0.1
Cc1ccc(S(=O)CCNC(=O)Cc2ccc(Cl)cc2)cc1 (configuration not stated)	-3	-2	0.1	1	7	1	-23	2	-0.1
O=S(=O)(c1ccc(F)cc1)n1ccc(-c2cccc(OCc3c(F)cccc3Cl)c2)n1	-4	4	0.6	-4	-2	4	0	-5	0.3
CCN(C(=S)NCc1ccccc1)c1cccc2ccccc12	-1	7	0.0	2	1	-2	-27	6	0.0
O=C(CNc1cccc(S(=O)(=O)N2CCOCC2)c1)Nc1ccccc1F	-2	1	0.7	1	0	-3	-13	0	-0.2
CCCc1nc(SCC(=O)N2CCc3ccccc3C2)c2ccccc2n1	8	14	1.4	-6	-13	2	-4	-2	0.0
Cc1cc(C)n(-c2nc(-c3ccc(Cl)c(Cl)c3)cs2)n1	-2	-4	-0.2	-6	1	2	9	3	0.0
Cc1c(CCO)sc[n+]1CC(=O)OC12CC3CC(CC(C3)C1)C2	-1	-3	-1.8	-6	2	-1	10	4	-0.5
CS(=O)(=O)N(CC(=O)NC1CCCC1)c1cccc(F)c1	-4	-2	1.6	3	-8	-4	-9	0	0.1
Cc1ccc(NC(=O)CN2CCOCC2)cc1	-1	-6	-1.2	-4	-1	-3	-2	3	-0.2
Cc1cccc(NC(=O)c2ccc(-n3cccn3)c([N+](=O)[O-])c2)c1	-2	-2	-0.6	-2	19	1	1	6	0.1
Cc1ccc(OC(=O)c2cccc(S(=O)(=O)N3CCN(C)CC3)c2)c(Br)c1	0	0	0.6	-3	-1	0	-1	-2	0.3
COc1ccc(CC(=O)Nc2ccc(OC)c(NC(=O)c3ccco3)c2)cc1	-2	1	-0.2	-1	2	0	-6	2	-0.1
O=C(O)C1CCN(C(=O)c2ccco2)CC1	-5	-2	0.4	-6	2	2	-17	5	0.0
CCCCOc1ccc(C(=O)NCC(=O)N(C)Cc2nc3ccccc3c(=O)[nH]2)cc1	-6	x	2.6	x	-7	x	1	-5	0.0
CCOC(=O)c1ccc(NC(=O)Cn2ccc([N+](=O)[O-])n2)cc1	-5	-4	-0.1	-4	8	0	-8	4	-0.1
COc1ccc(N2CC(NC(=O)NC(C)(C)C)CC2=O)cc1 (configuration not stated)	-2	0	-0.5	-2	3	-3	-3	5	0.1
CCc1ccc2nc(N=C(N)N)nc(C)c2c1	2	-6	1.6	-2	3	-3	12	7	-0.3
COc1c(F)c(F)c(C(=O)Nc2ccc(N3CCN(C(C)=O)CC3)c(Cl)c2)c(F)c1F	6	-9	0.4	-2	3	5	-5	1	-0.1
CCn1c(SCC(=O)Nc2nc3ccc(OC)cc3s2)nnc1-c1ccoc1C	2	4	-0.3	2	1	-2	x	-12	0.0
CCCCNC(=O)COC(=O)c1cc(C)oc1C	2	-2	0.8	-2	4	0	2	-4	0.2
CCCCC/C=C/C1=CC(=O)C[C@H](c2ccc(OC)cc2)C1	-1	x	-0.9	x	-7	x	x	10	0.1
COc1ccc(S(=O)(=O)N(CC(=O)O)Cc2ccccc2)cc1OC	-3	-5	3.8	2	1	1	-3	-1	0.0
COc1ccccc1CNC(=O)CN(C)S(=O)(=O)c1ccc2c(c1)n(C)c(=O)c(=O)n2C	-3	-1	1.8	1	5	-8	1	14	0.0
CCC(C)NC(=O)CNC(=O)c1nn(-c2ccc(OC)cc2)c(=O)c2ccccc12 (configuration not stated)	-2	7	1.4	2	4	-6	10	2	-0.1
CN1C(=O)c2ccc(NC(=O)c3cccc(N4C(=O)CCC4=O)c3)cc2C1=O	-4	-12	-0.4	-3	0	1	125	3	0.1
COc1ccc(CCNC(=O)Cn2nnc(C(=O)Nc3cc(C)ccc3C)c2N)cc1OC	0	1	-0.8	-1	-1	3	-3	15	-0.1
COc1ccc(NC(=O)CSc2c3c(nc4ccccc24)CCC3)c(OC)c1	-2	-5	3.6	5	-9	0	1	8	0.3
O=C(C1CCCN1S(=O)(=O)c1ccc(Cl)cc1)N1CCOCC1 (configuration not stated)	0	-4	-3.0	-1	3	1	-4	2	0.0
COc1ccc(CN(CC(=O)NCCc2ccccc2)C(=O)CCC(=O)Nc2ccccn2)cc1	0	3	-0.7	-2	12	-3	-3	7	-0.1
CCOC(=O)c1c(C)[nH]c(C(=O)N2CCCC(C(=O)c3cccc(OC)c3)C2)c1C (configuration not stated)	-2	4	3.5	0	4	-1	-19	4	0.0
O=C(NC1CCCCC1)c1cc2nc3c(c(C(F)(F)F)n2n1)CCCC3	0	6	-0.8	-3	4	1	4	-1	-0.1
Cc1ccccc1C(=O)Nc1cccc(-c2ccc3nncn3n2)c1	-1	2	-0.6	1	4	3	0	1	0.2
CCOc1ccc(S(=O)(=O)/N=C(/Nc2ccc(OC)cc2)c2ccccc2)cc1	0	11	1.5	0	5	-2	-6	-3	-0.1
O=c1oc2ccccc2cc1-c1nnc(NCc2ccco2)s1	7	6	-2.6	10	-27	2	-4	-23	-0.1
CC(=O)Nc1cc(C(F)(F)F)ccc1OCC1CCCO1 (configuration not stated)	0	1	2.4	2	-12	0	x	-6	0.1
Cc1cc(C)n(C(=O)CNc2cccc(Cl)c2C)n1	5	6	-6.6	5	-2	6	-124	9	-0.1

Screens: PubChem BioAssay, several laboratories
